# High-throughput results: PubChem BioAssay, Sanford-Burnham Center for Chemical Genomics
# tim23-1 inh: tim23-1 yeast growth inhibition. S. cerevisiae tim23-1 growth, BacTiter-Glo luminescence, 24 h. inhibition, % at 20 µM. actives 1.3% (n = 330,000);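 active means growth inhibition of the mutant yeast at or above 50%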;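 further: temperature-sensitive mutant grown at 25 °C; plate controls were DMSO-treated mutant yeast for no effect and medium wells lacking yeast for full effect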
# Mdm2-MdmX inh: inhibitors of human Mdm2/MdmX interaction. O15151+Q00987. SaOS-2 split-luciferase Mdm2/MdmX complementation, luminescence. inhibition, % at 8 µM. actives 3% (n = 330,000). AID 485346;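 active means inhibition of at least 50% at 8 µM in the primary screen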
# Target sequence (O15151 whole entry, looked up): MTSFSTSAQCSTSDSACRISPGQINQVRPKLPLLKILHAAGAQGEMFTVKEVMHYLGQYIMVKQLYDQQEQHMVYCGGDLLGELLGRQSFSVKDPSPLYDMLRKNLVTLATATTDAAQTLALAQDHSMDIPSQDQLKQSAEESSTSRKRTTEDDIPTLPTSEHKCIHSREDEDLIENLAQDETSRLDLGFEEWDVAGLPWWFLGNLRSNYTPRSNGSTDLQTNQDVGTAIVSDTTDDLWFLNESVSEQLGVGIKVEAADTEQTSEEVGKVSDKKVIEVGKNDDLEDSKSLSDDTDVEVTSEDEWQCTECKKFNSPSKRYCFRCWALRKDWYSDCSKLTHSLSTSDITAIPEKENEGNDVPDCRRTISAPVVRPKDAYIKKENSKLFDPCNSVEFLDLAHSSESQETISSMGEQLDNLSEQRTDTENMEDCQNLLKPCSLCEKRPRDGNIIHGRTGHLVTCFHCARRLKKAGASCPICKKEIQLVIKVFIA
# Target sequence (Q00987 whole entry, looked up): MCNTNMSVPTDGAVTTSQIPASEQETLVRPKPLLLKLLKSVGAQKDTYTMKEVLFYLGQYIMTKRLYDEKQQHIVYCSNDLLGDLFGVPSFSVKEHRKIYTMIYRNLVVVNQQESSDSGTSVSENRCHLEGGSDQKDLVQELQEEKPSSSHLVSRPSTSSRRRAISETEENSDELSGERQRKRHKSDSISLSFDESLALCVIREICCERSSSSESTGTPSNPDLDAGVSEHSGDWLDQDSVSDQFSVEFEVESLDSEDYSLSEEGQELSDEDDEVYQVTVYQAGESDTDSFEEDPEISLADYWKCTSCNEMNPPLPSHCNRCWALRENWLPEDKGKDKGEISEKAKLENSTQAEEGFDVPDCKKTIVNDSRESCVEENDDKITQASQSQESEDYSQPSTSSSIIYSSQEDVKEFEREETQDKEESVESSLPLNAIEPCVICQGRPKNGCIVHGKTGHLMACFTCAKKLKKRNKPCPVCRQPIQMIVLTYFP
# UPR CHOP act: apoptotic UPR (CHOP) activation. CHO-CHOP luciferase reporter, luminescence; percent of tunicamycin response over DMSO baseline. activation, % at 10 µM. actives 0.34% (n = 330,000);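 active means at 10 µM dose, activation of 40% or more, normalized to positive control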;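 further: 100% = tunicamycin at 10 µg/mL and 0% = DMSO alone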
#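 Evaluation: % reporter activation, DMSO baseline versus tunicamycin full activation; System: CHO-CHOP luciferase reporter cell line; Input: 500 cells/well; Incubation: 6 h compound treatment, 37 °C; Measured by: Steady-Glo luciferase luminescence; Dosing: one dose, 10 µM in 0.5% DMSO; Buffer or medium: F12 medium, 10% FBS; Benchmarks: positive tunicamycin 10 µg/mL, negative DMSO alone.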
# TIM10 inh: inhibits growth of TIM10 yeast strain; S. cerevisiae TIM10 strain growth, BacTiter-Glo luminescence, 24 h; inhibition, % at 10 µM; actives 1.4% (n = 330,000); AID 463195;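 active means inhibition of 40% or more at the single tested concentration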;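 further: wild-type TIM10 isogenic control strain grown at permissive 25 °C; 0% = DMSO yeast wells and 100% = minimal medium wells without yeast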
# APJ agonist: agonists of human APJ apelin receptor | P35414 | CHO-K1 APJ PathHunter beta-arrestin, luminescence; 0% DMSO wells, 100% apelin | activation, % at 20 µM | actives 0.11% (n = 330,000) | AID 2520;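 active means activation more than six SD over the plate average, tested at 20 µM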;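 further: 0% = DMSO alone and 100% = apelin-13 at 10 nM; some results filed as inactive read as strong as hits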
#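 Material: engineered CHO-K1 APJ arrestin reporter cells; amount: 1000 CHO-K1 reporter cells seeded per well; incubation: compound stimulation 90 min at 25 °C, detection 60 min; signal: luminescent beta-gal fragment complementation, chemiluminescent substrate; read-out basis: APJ agonist activity; controls: DMSO-only wells as negative, 10 nM Apelin-13 as positive control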
# CXCR6 block: blocks human CXCR6 beta-arrestin recruitment. O00574. CHO-K1 PathHunter CXCR6 beta-arrestin, luminescence. inhibition, % at 20 µM. actives 0.36% (n = 360,000); in the data active means inhibition above about 34%, passing the limit was not always enough;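 further: antagonist mode with CXCL16 agonist at 10 nM final; 0% = 10 nM CXCL16 with DMSO and 100% = unstimulated wells without agonist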
# APJ antag: APJ receptor antagonism. AID 2521. actives 0.32% (n = 330,000). inhibition, % at 20 µM. CHO-K1 APJ beta-arrestin complementation, luminescence;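 active means inhibition above about 40% at 20 µM, limit read from the data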;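 further: cells challenged with 10 nM apelin-13 agonist together with compound; plate controls were apelin-13 plus DMSO wells for no effect and DMSO wells lacking apelin-13 for full effect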
# UPR XBP1 act: adaptive UPR (XBP1) activation | AID 463104 | actives 0.33% (n = 330,000) | CHO-XBP1 luciferase reporter, IRE1-XBP1 UPR activation, luminescence; percent of tunicamycin response, DMSO as zero | activation, % at 20 µM;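 active means versus positive control, 20 µM dose yields 30% or more activation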;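 further: 100% = tunicamycin at 10 µg/mL and 0% = DMSO only wells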
#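 assay system = CHO-XBP1 luciferase reporter cells | amount = 1000 cells/well | buffer or medium = F12 plus 10% FBS | compound dosing = single point, 20 µM final compound, 1% DMSO | incubation = 16-18 h cell attachment at 37 °C, then 6 h compound exposure | detection = Steady-Glo luminescence read | controls = tunicamycin 10 µg/mL and vehicle-only wells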
# tim10-1 inh: inhibits growth of tim10-1 mutant yeast. S. cerevisiae tim10-1 ts strain growth, BacTiter-Glo, 24 h. inhibition, % at 20 µM. actives 2.2% (n = 330,000);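 active means inhibition of at least 40%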;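 further: mutant grown at 25 °C; 0% = DMSO wells with yeast and 100% = wells holding no yeast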
# Numbers without * were called inactive. An excerpt (hit frequency here may not be typical).
SMILES,tim23-1 inh,Mdm2-MdmX inh,UPR CHOP act,TIM10 inh,APJ agonist,CXCR6 block,APJ antag,UPR XBP1 act,tim10-1 inh
COc1ccccc1N1CCN(C(=O)c2ccc3c(=O)n4c(nc3c2)CCCCC4)CC1,-5.8,8.2,-0.4,4.0,-0.9,3.0,13.8,2.2,8.7
Clc1ccc(CNCc2cccs2)c(Cl)c1,-1.0,23.6,-1.2,-14.4,-2.1,4.0,-13.6,-0.9,10.1
CC(=O)CCc1c(C)nc2ccc(C)cc2c1Cl,13.3,13.6,0.3,1.4,-1.6,-6.1,4.2,-0.4,17.3
CC(C)CCOP(=O)(c1ccccc1)c1ccccc1,23.2,-18.5,1.7,29.7,-1.4,7.7,-5.4,-1.4,25.6
O=C(Nc1ccccc1OC(F)F)c1ccc(S(=O)(=O)N2CCOCC2)cc1,19.2,6.4,-0.1,20.7,4.8,1.5,-15.2,2.5,23.8
Cc1cc(OCc2nn[nH]n2)c2c(C)c(Cc3ccccc3)c(=O)oc2c1,13.8,18.2,-1.6,5.8,-3.5,8.5,16.2,-2.9,-8.7
CNC(=O)N(O)C1N(NC(=O)Nc2cccc3ccccc23)C(=S)SC1(C)C (stereo unspecified),-0.5,-0.6,-0.8,3.6,-4.1,0.8,-7.1,-0.4,11.1
CCc1nnc(NC(=O)Nc2ccccc2OC)s1,6.3,-5.0,5.4,13.2,-2.8,0.0,3.1,5.3,32.0
O=C(CN(C(=O)c1csnn1)c1ccccc1Cl)NC1CCCCC1,-0.3,14.2,-0.5,10.2,-4.7,8.8,10.4,0.8,15.7
O=C(OCCCN1CCCCC1)c1ccc(O)cc1,-6.8,16.0,0.1,-4.7,-2.2,-1.2,-1.5,-2.4,-6.7
CCC(CO)Oc1cc(NC(=O)c2ccc(F)cc2)c2ncn(C(C)C)c2c1 (stereo unspecified),-4.4,12.2,2.0,-5.5,-1.4,7.3,-6.2,-0.2,-1.8
Cc1cc(C)c(C)c(OCCCCn2cnc3ccccc3c2=O)c1,16.2,3.0,0.2,10.8,-3.5,-0.7,1.0,-1.1,10.8
O=C(CSc1cccc[n+]1[O-])N1CCCc2ccccc21,17.4,7.4,0.3,-3.6,-0.5,6.2,-17.7,1.3,4.6
CN(C)c1ccc(N/C=C/C(=O)C(F)(F)F)cc1,6.1,34.6,3.4,8.5,2.2,-2.8,-6.6,0.9,-0.7
O=C(Nc1ccc2nc(-c3cccs3)c(-c3cccs3)nc2c1)N1CCOCC1,30.8,26.1,-1.9,24.0,7.0,-2.5,-40.6,3.5,32.6
CC1CCc2c(sc(NC(=O)COC(=O)c3ccccc3NCc3ccco3)c2C#N)C1 (stereo unspecified),-18.7,6.8,0.4,-5.3,-2.0,9.0,2.3,-0.3,14.7
COc1cc(/C=C/C(=O)NCc2cccnc2)cc(OC)c1OC,14.8,26.4,-0.3,1.4,5.0,-5.7,7.0,-0.4,13.6
Cc1c(C(=O)N/N=C/c2ccccc2)[nH]c2ccc(Cl)cc12,-29.2,57.5*,4.1,14.8,-0.3,-6.5,8.7,6.3,16.6
CSc1ccc(/C=C/c2ccc3cccc(O)c3n2)cc1,-2.3,-40.4,1.7,-2.7,-2.4,4.4,11.2,-0.6,3.7
Cc1coc2cc3oc(=O)c(Cc4ccccc4)c(C)c3cc12,1.0,5.2,-0.9,-0.6,-1.7,-3.6,-3.2,-0.6,-4.2
COc1ccc(C)cc1S(=O)(=O)N1CCN(S(=O)(=O)c2cc(C)ccc2OC)C(C)C1 (stereo unspecified),23.0,2.3,0.9,8.2,-3.6,-1.2,-3.8,2.7,33.2
Nc1ncn(C23CC4CC(CC(C4)C2)C3)n1,12.7,6.3,-1.6,10.8,9.6,-7.6,-6.1,-3.2,12.1
C=CCn1c(SCc2nc3ccccc3[nH]2)nnc1-c1cccc(OC)c1,13.8,28.0,-1.0,-1.7,-2.8,-12.0,9.7,1.7,15.4
Cc1ccc(C(=O)NCCc2nnc3ccc(SCC(=O)Nc4ccccc4C)nn23)cc1,3.2,15.1,2.4,4.7,-1.2,7.5,-3.9,-0.7,8.9
Cc1ccc(S(=O)(=O)CCC(=O)c2cccc([N+](=O)[O-])c2)cc1,26.2,-0.5,1.4,19.9,-3.3,18.1,14.1,-3.4,25.0

# Next section; it opens with the 2 that closed the last part.
SMILES,tim23-1 inh,Mdm2-MdmX inh,UPR CHOP act,TIM10 inh,APJ agonist,CXCR6 block,APJ antag,UPR XBP1 act,tim10-1 inh
Cc1ccc(C(=O)NCCc2nnc3ccc(SCC(=O)Nc4ccccc4C)nn23)cc1,3.2,15.1,2.4,4.7,-1.2,7.5,-3.9,-0.7,8.9
Cc1ccc(S(=O)(=O)CCC(=O)c2cccc([N+](=O)[O-])c2)cc1,26.2,-0.5,1.4,19.9,-3.3,18.1,14.1,-3.4,25.0
COc1ccc(CCNC(=O)CCC(=O)N2CC(C)Oc3ccccc32)cc1OC (stereo unspecified),5.8,-32.4,-1.0,-2.6,-1.6,-2.6,10.9,-4.2,4.2
O=C(OCC(=O)c1ccc(Cl)cc1Cl)c1cnccn1,12.8,-17.1,-0.6,-10.4,-10.7,16.1,35.4,-1.7,9.0
O=C(O)c1ccc(CSc2ncnc3c2cnn3Cc2ccccc2)cc1,6.6,-7.3,-0.5,-17.6,-4.7,-3.0,6.5,4.2,-34.1
COc1cc(C(=O)N/N=C/c2coc3ccc(Cl)cc3c2=O)ccc1O,80.8*,27.9,-0.1,34.7,-3.0,-5.3,-1.4,-3.9,52.0*
CCc1nnc(NC(=O)CN2C(=O)CCC2=O)s1,6.9,19.3,-3.1,2.9,-0.2,-6.7,-3.5,-1.9,10.8
C=CCOc1ccccc1CN1CCC(n2nccc2NC(=O)c2ccccc2)CC1,2.6,5.3,0.2,4.8,1.4,2.1,11.2,-3.6,-1.0
COc1ccc(N2C(=O)CSC2c2ccc([N+](=O)[O-])cc2)cc1 (stereo unspecified),24.5,-29.7,1.7,13.7,-1.5,-3.2,9.9,-1.9,29.1
COc1ccccc1N(C(=O)Cn1nnc2ccccc21)C(C(=O)NCc1ccco1)c1ccc(C)o1 (stereo unspecified),21.1,11.5,1.2,-0.1,-2.8,-2.6,9.4,1.2,16.3
CCc1nnc(NS(=O)(=O)c2ccc(NC(=O)c3cccc(OC)c3)cc2)s1,-6.3,-6.0,0.4,0.7,-1.5,1.3,-7.4,-2.2,-7.9
COc1ccc(C(=O)N/C(=C/c2cccs2)C(=O)NN)cc1OC,13.8,-4.9,0.2,17.3,1.6,-5.6,-0.7,-0.2,1.3
CCc1nnc(SCCSc2nnc(CC)n2N)n1N,7.7,-23.1,-1.2,8.3,-1.5,3.1,-10.5,0.6,4.3
O=[N+]([O-])c1cccc(S(=O)(=O)N2CCCCCC2)c1,23.4,-41.3,-2.0,18.4,-1.6,-8.8,-16.5,-1.3,6.2
COCCNC(=O)C(=O)N/N=C(\C)CC(=O)Nc1cccc(C(F)(F)F)c1,11.8,17.3,0.3,12.3,-4.8,7.6,10.6,2.9,3.3
CN(C)c1ccc(C2NC(=O)c3ccccc3N2)cc1 (stereo unspecified),4.3,-9.4,-3.6,6.6,-4.8,0.6,19.7,-10.6,11.8
COc1cc(OC)cc(-c2cc3nc(C)c(CCC(=O)NCc4ccccc4)c(C)n3n2)c1,-2.7,8.0,-8.0,-22.0,0.2,0.2,8.8,-6.1,11.6
CC(=O)N1CCCc2cc(S(=O)(=O)Nc3ccccc3C)ccc21,-2.4,13.4,0.2,-2.9,-0.4,4.8,23.3,-3.0,9.1
Cc1ccc(-c2csc(N(CCCN(C)C)C(=O)c3ccco3)n2)cc1,13.7,-8.8,2.0,14.5,-5.6,-4.1,-11.3,-0.3,5.3
COC(=O)c1[nH]c2ccc(Cl)cc2c1NC(=O)C1CC1,21.7,22.4,0.3,4.4,-2.8,-2.3,-10.9,-2.7,8.6
CCCCCOc1ccc(/C(C)=N/NC2=NCCN2)cc1,3.8,10.5,2.5,12.1,-2.5,-1.5,9.5,3.0,8.7
COc1ccc(S(=O)(=O)N2CCC(C(=O)NCc3cccnc3)CC2)cc1C,9.0,11.3,2.3,-5.8,-2.0,3.9,6.7,-8.4,13.4
O=C(Nc1cccc(O)c1)c1ccc(C(F)(F)F)cc1,0.4,-24.1,7.6,-0.8,-3.6,-4.1,-26.1,4.2,-3.5
C=CCN(CC=C)C(=O)C1CCN(S(=O)(=O)c2ccc(N3CCCC3=O)cc2)CC1,3.5,14.5,0.7,5.2,-1.2,-2.3,-46.2,-2.3,-4.4
O=C(Nc1cc(C(F)(F)F)ccc1-n1cncn1)c1ccc(F)cc1Cl,27.0,-14.3,-2.3,10.2,-2.0,-4.6,15.6,-1.8,9.5
Cc1cc(C)nc(NS(=O)(=O)c2ccc(NC(=O)Cc3ccccc3)cc2)n1,9.1,13.0,-1.7,1.6,-2.4,5.8,-18.2,-2.5,12.1
CCOc1ccc(C(O)Cc2nc3ccccc3n2C)cc1 (stereo unspecified),2.8,-6.1,3.4,-4.1,3.2,-2.7,5.5,1.7,-3.2
# Next part:
SMILES,tim23-1 inh,Mdm2-MdmX inh,UPR CHOP act,TIM10 inh,APJ agonist,CXCR6 block,APJ antag,UPR XBP1 act,tim10-1 inh
Cc1cccc(C(=O)Nc2nnc(-c3ccc(C(C)(C)C)cc3)s2)c1,3.2,19.7,5.8,-5.5,5.3,-4.6,5.9,11.3,4.9
O=C1CSC(=O)N1CCOCCN1C(=O)CSC1=O,1.2,9.5,-1.7,-1.0,-1.9,-1.4,-6.0,-0.3,2.2
Cc1cccnc1NC(=O)CCc1nnc2ccc(NCc3ccco3)nn12,-7.9,-25.1,1.2,10.0,14.1,-6.8,-12.8,-1.7,-2.0
COc1cccc2c3c(c(=O)[nH]c12)CC(C)(C)O3,2.9,8.5,2.3,-18.2,-2.9,0.7,-10.9,2.2,-11.7
O=[N+]([O-])c1ccc(Cl)cc1N/N=C/c1ccncc1,4.9,-5.1,2.5,-3.8,7.9,-2.9,-6.8,-2.3,-11.1
O=C(N/N=C/c1ccc(N2CCOCC2)o1)c1cccc(C(F)(F)F)c1,10.3,0.4,-1.2,-7.6,-0.6,2.5,7.8,-2.0,0.6
COc1ccc(CCNC(=O)c2cc3c(=O)n(C)c4ccccc4c3n2C)c(OC)c1,26.1,20.2,-0.5,-1.9,-0.2,9.0,-16.3,0.8,13.0
O=C(Nc1ccc2ncccc2c1)c1ccccc1Br,32.9,-187.2,3.2,3.0,-2.3,-2.5,15.4,-0.6,-34.0
Cc1nn(C)c(C)c1NS(=O)(=O)c1c(C)n[nH]c1C,-4.9,10.9,-0.8,-4.7,-6.0,-8.7,11.8,0.8,-15.8
Cc1oc(-c2ccccc2)cc1C(=O)NCc1ccncc1,-8.0,-7.5,-0.5,-19.9,-0.8,8.2,-13.4,-0.1,-12.4
